Screening data: PubChem BioAssay, National Center for Advancing Translational Sciences (NCATS)
ATXN viability – reduces viability in counter-screen for ATXN expression inhibitors | S2 cells (HEK-293 line with an ATXN2-luciferase reporter) viability, CellTiter-Fluor protease fluorescence, 24 h | Potency, µM (titrated, usually from 56.7 µM), actives largely listed as cytotoxic | 0.49% of 400,000 active | AID 651635; also: potency is read from the fitted curve at half-maximal effect; nearly all actives have a fitted effect of over 40% in size
ATXN2 expr inh – inhibitors of ATXN2 expression. HEK-293 ATXN2-luciferase reporter, luminescence, 24 h. Potency, µM (titrated, usually from 57 µM), for the others: top-dose activity change, negative = inhibition, usual class: inhibitors. 0.72% of 360,000 active; also: potency is read from the fitted curve at half-maximal effect; % is scaled to controls: 0 for no effect and ±100 for the full control effect; nearly all actives have a fitted effect of over 55% in size
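qHTS (up to 57 uM final) was run with 24 h compound exposure of reporter cells at 37 °C. Each well was multiplexed: SteadyGlo luminescence measured ATXN2-luciferase expression after a fluorogenic Gly-Phe-AFC viability readout (25 uM final).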
HepG2 tox – counter-screen for TGF-b inhibitors: cytotoxicity in HepG2 cells. Potency, µM (doses to about 46.1 µM), inactives show at the highest dose activity change, negative = cytotoxicity, hits mostly cytotoxic. 0.76% of 410,000 active. HepG2 CAGA-GFP viability, ATP luminescence, 18 h; also: potency is read from the fitted curve at half-maximal effect; some results filed as inactive show a strong effect at the top dose
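CellTiter-Glo luminescence gave cytotoxicity after 18 hours at 37 degrees C. The cells were HepG2 CAGA-GFP in 1% FBS DMEM, stimulated with 500 pg/mL TGF-beta after compound addition. %Activity was normalised to no-cell wells (complete cell-killing) and DMSO (no toxicity), and curves were fitted and classified.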
TGFb SMAD3 inh – blocks TGF-b signaling. HepG2 CAGA-GFP TGF-b/SMAD3 reporter, GFP fluorescence, 18 h; TGF-beta stimulated, 500 pg/mL final. Potency, µM (highest dose often 46.1 µM), inactives show top-dose activity, negative = inhibition, actives largely listed as inhibitors. 1.2% of 410,000 active. AID 588855; also: potency is read from the fitted curve at half-maximal effect; % is scaled to controls: 0 for no effect and ±100 for the full control effect; nearly all actives have a fitted effect of over 65% in size
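Using HEPG2 CAGA-GFP reporter cells at 1000 cells/well, we pinned test compounds, stimulated with recombinant TGF-beta (500 pg/mL final) and measured total well GFP after 18 h.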
Nrf2 activator – activators of Nrf2 (ARE) signaling | AREc32 ARE-luciferase reporter (MCF7-derived line), luminescence, 24 h | Potency, µM (titrated, usually from 46.1 µM), for inactives: at the top dose activation, actives largely listed as activators | 0.31% of 410,000 active; also: potency is read from the fitted curve at half-maximal effect; % of control where 0% means no effect; nearly all actives have a fitted effect of over 65% in size
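Nrf2 activation is followed as ARE-luciferase induction in the AREc32 line after one day of compound treatment; luminescence is read with Steady-Glo.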
IL-2 act – activates IL-2 in a cell-based reporter assay. IL-2 activation reporter assay, cell-based qHTS; stimulated with anti-CD3/CD4/CD28 beads; in transgenic mouse T cells. 0.065% of 360,000 active. activation, % (series mostly up to about 46 µM); in the data active = activation above about 50%; inconclusive = mostly about 30% to 49%; also: 0% is about no effect
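Unstimulated transgenic mouse T cells preincubated 60 min with compound, then stimulated with anti-CD3/anti-CD4-coated beads plus anti-CD28 for 18 h at 37 degrees C. IL-2 response read as EGFP and DsRed fluorescence by plate cytometry.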
A549 tox – kills or reduces viability of A549 cells in Nrf2 counter-screen. Potency, µM (doses to about 46 µM), inactives show at the top dose activity change, negative = cytotoxicity, actives largely listed as inhibitors. A549 ARE-Fluc cells, CellTiter-Fluor viability, 18-24 h. 0.16% of 390,000 active. AID 504648; also: potency is read from the fitted curve at half-maximal effect; % is scaled to controls: 0 for no effect and ±100 for the full control effect
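A549 ARE-Fluc cells in 5% FBS OPTI-MEM, 5000 cells/well, rested 2 h then exposed to compounds in concentration-response for 18-24 h at 37 °C. Viability by CellTiter-Fluor fluorescence (Ex 405/Em 525) after 30 min; luciferase luminescence (BugLite, 15 min, RT) read afterwards.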
Nrf2 inh – inhibitors of Nrf2 signaling. A549 ARE-Fluc reporter, luciferase luminescence, 18-24 h. Potency, µM (titrated, usually from 46 µM), for inactives: at the highest dose activity change, negative = inhibition, usual class: inhibitors. 2.1% of 360,000 active; also: potency is read from the fitted curve at half-maximal effect; % is scaled to controls: 0 for no effect and ±100 for the full control effect; nearly all actives have a fitted effect of over 60% in size
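Cells were seeded and rested 2 h, then exposed to compounds for 18-24 h. CellTiter-Fluor was read first as a viability measure. BugLite was added 15 min before the final luminescent read of ARE-luciferase activity in A549 cells.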
EPAC2 ag – EPAC2 (human) agonism; EPAC2 activation, biochemical qHTS; response scale: 100% = 6.5 mM cAMP response; 0.079% of 360,000 active; Potency, µM (doses to about 154 µM), for inactives: top-dose activation, hits mostly activators; also: potency is read from the fitted curve at half-maximal effect; nearly all actives have a fitted effect of over 50% in size
Target sequence (Q8WZA2 whole entry, looked up): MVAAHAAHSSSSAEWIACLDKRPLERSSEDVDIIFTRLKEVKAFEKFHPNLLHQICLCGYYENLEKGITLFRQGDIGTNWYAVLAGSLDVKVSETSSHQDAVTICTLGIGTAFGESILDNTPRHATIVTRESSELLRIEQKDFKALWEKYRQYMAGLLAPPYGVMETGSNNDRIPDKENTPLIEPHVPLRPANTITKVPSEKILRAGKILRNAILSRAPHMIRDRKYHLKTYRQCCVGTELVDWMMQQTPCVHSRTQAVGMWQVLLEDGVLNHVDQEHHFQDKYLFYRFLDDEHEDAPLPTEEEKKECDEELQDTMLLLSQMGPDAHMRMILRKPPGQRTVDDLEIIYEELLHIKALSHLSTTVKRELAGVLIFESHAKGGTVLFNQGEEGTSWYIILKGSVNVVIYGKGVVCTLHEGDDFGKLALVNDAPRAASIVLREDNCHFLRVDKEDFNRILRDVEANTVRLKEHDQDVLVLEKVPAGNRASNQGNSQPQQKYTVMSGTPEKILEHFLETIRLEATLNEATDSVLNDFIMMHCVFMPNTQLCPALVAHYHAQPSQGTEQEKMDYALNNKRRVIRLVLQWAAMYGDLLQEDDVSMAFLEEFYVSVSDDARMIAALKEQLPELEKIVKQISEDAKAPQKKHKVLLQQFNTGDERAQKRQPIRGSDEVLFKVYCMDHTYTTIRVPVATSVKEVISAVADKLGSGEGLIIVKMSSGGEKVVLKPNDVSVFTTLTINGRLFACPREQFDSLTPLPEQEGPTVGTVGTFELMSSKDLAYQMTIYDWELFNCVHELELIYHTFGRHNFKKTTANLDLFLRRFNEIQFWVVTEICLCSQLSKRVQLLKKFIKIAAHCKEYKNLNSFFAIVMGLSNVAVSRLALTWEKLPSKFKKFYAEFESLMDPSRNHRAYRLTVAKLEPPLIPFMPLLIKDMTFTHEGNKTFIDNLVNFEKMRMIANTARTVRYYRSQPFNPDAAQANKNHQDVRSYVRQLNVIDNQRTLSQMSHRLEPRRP
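Compounds were titrated in qHTS against a Rap1B-BODIPY-GDP (250 nM) complex with EPAC2 (100 nM) and GDP (50 uM). BODIPY-GDP release tracked at 480/540 nm over 30 min at room temperature, normalized to 6.5 mM cAMP.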
Active calls of the source: *; i = inactive; ? = inconclusive; . = not tested or not shown; & = joins results of further samples; [ ] = another dose, or the depositor's remark. Unless noted, calls follow the shape of the dose curve; as a rule, active = well fitted curve in the direction sought with a large enough effect; inconclusive = small, poorly fitted or top-dose-only effect, or another doubt; inactive = no such curve, though single readings can be large; an effect the other way counts as inactive or inconclusive. Not a hit list. About 4.3% of those tested had a hit in this group.

SMILES | ATXN viability | ATXN2 expr inh | HepG2 tox | TGFb SMAD3 inh | Nrf2 activator | IL-2 act | A549 tox | Nrf2 inh | EPAC2 ag
Cc1ccc(-c2csc(C(C)(O)c3cccc(F)c3)n2)cc1C (stereo not drawn) | i | -16% | -98% | ? | -1.3% | 0.5 | . | . | 10%
CCOC(=O)Cn1cnc2scc(-c3ccc(C)cc3)c2c1=O | i | -8% | -14% | -5% | -0.7% | -2.0 | 1% | 4% | 7%
COc1cc(OC)cc(C(=O)NC(=S)Nc2ccc(NC(=O)c3ccco3)cc2)c1 | i | -22% | -8% | -4% | -0.1% | -0.9 | 9% | 3% | 11%
COc1ccc(C(CNC(=O)CN2C(=O)NC3(CC(C)CC(C)(C)C3)C2=O)N2CCOCC2)cc1 (stereo not drawn) | i | -5% | -20% | 1% | -0.7% | -1.8 | 10% | 8% | 0%
O=C(NCCC1=CCCCC1)C1CCN(S(=O)(=O)c2cccc3nsnc23)CC1 | i | -12% | -28% | ? | 2.2% | 0.0 | 11% | 6% | 6%
CCOC(=O)C1(C)CCN1C(=O)CSc1ccccc1 (stereo not drawn) | i | 10% | -5% | 3% | -0.3%[9.22 µM] | -0.2 | . | . | 6%
Cc1ccc(-n2nc(C(=O)O)c(C)c(C#N)c2=O)cc1Cl | i | -14% | 13% | 11% | -0.4%[9.22 µM] | -3.5 | -2% | 4% | 3%
O=C(c1cc2n(n1)C(C(F)(F)F)CC(c1ccc(Cl)cc1)N2)N1CCCC1 (stereo not drawn) | i | -9% | -16% | -20% | 0.2% | -1.0 | -17% | ? | 8%
O=C(Nc1ccc([N+](=O)[O-])cn1)c1cc(-c2cccc(Cl)c2)nc2ccccc12 | i | 5% | -1% | -12% | 1.8%[9.22 µM] | 0.9 | 9% | 7% | -4%
COCCN(Cc1nc2ccccc2c(=O)[nH]1)C(=O)c1cccc(S(=O)(=O)N2CCCC2)c1 | i | 3% | -8% | 8% | -0.6% | 0.7 | -2% | -2% | 7%
CCOC(=O)Cc1ccc(Nc2nc3cc(-c4ccccc4C)sc3c(=O)n2C)cc1 | ? | 0% | -17% | ? | -1.6% | -0.5 | . | . | 13%
Cc1cc(OC(=O)c2ccccc2C(F)(F)F)c([N+](=O)[O-])c(=O)[nH]1 | i | -14% | 2% | 8% | -0.9% | 1.3 | -11% | 1% | -2%
CCOc1ccc(NC(=O)N2CCc3ccccc3C2)cc1 | i | 6% | 1% | 4% | 0.9% | -2.4 | 7% | 2% | 1%
O=S1(=O)CC(N2CCN(c3ccccn3)CC2)CN1Cc1ccc(F)cc1 (stereo not drawn) | i | 3% | -17% | ? | -0.7% | -0.7 | . | . | 6%
CC(C)Oc1ccc(C(=O)NCc2cccs2)cc1 | i | 51%[activator] | 3% | 9% | 0.2% | 0.3 | 16% | 10% | 10%
CCCOP(=O)(OCCC)c1c([N+](=O)[O-])cc(C(F)(F)F)cc1[N+](=O)[O-] | i | 0% | -53% | ? | ? | -0.2 | ? | -26% | 4%
COc1ccc(Nc2ncc(C(=O)N3CCN(c4ccc(F)cc4)CC3)c3ccccc23)cc1 | ? | ? | -27%&-19% | ? | 4.1%&-0.7% | -3.1 | -13%&-10% | ? | 14%
Cc1ccc(NC(=O)/C(Cl)=C\c2ccccc2)cc1 | i | 92%[activator] | -29% | -3% | 18% | -0.3 | 3% | ? | 17%
Cc1ccc(-c2cc(C(F)(F)F)nc(SCC(=O)c3cccc([N+](=O)[O-])c3)n2)cc1 | i | -7% | -18% | 0% | -0.2% | -0.3 | ? | ? | 14%
Cc1ccccc1-c1nc(CS(=O)(=O)CC(=O)NCCCc2ccccc2)c(C)o1 | i | ? | -27% | ? | 0.1% | . | ? | 21µM* | .
COc1cc(-c2nc3ccccn3c2/N=C/c2ccc(F)cc2)ccc1O | ? | -2% | -12% | 1% | 4.9% | 0.4 | -2% | -6% | 11%
CCCc1ccc2oc(C(=O)NCCc3cnn(C)c3)c(C)c2c1 | i | 46%[activator] | -19% | -17% | 2.3% | -4.3 | 8% | ? | -3%
COC(=O)CN1C(=O)C(C)(C)c2cc(S(=O)(=O)NCc3ccc(Cl)cc3)ccc21 | i | 6% | 5% | -1% | -1.1% | . | -8% | . | .
CC(=O)N1CCN(c2c(F)c(F)c(C(F)(F)F)c(F)c2F)CC1 | i | -18% | -8% | 2% | -0.3% | -6.1 | 2% | -21% | -2%
CCOC(=O)c1c(NC(=S)Nc2ccc(Cl)cc2)sc(C)c1C | i | 5% | -49% | -1% | 0.3% | -0.2 | ? | -18% | -12%
O=C(Nc1cccc([N+](=O)[O-])c1)c1cc(S(=O)(=O)Nc2ccccn2)ccc1Cl | i | -13% | -18% | -3% | 0.1% | 0.6 | 2% | -25% | -3%
COc1ccc2[nH]c3c(c2c1)CCN1C(=O)C(CC(=O)NCCc2ccccn2)C[C@H](C(=O)N2CCCCC2)[C@@]31CCc1ccccc1 (stereo partly drawn) | i | -1% | 2% | ? | 0.3% | -0.7 | -27% | 21µM* | 4%
CCOC(=O)N1CCN(C(=O)c2ccccc2NC(=O)c2ccc(Br)cc2)CC1 | i | 32% | -4% | -1% | 11% | 0.1 | -1% | -1% | 9%
CCC(=O)N1CCC1(C)C(=O)Nc1cc(OC)ccc1OC (stereo not drawn) | i | 6% | 3% | -17% | 0.6% | -0.6 | . | . | 1%
O=C(COc1ccc2c(-c3ccccc3)cc(=O)oc2c1)Nc1ccc(CN2CCOCC2)cc1 | i | -17% | -1% | 3% | -0.4% | -3.3 | 7% | -8% | 7%
CN(C)c1ccc(NC(=O)Oc2ccccc2)cc1 | i | 20% | 2% | -13% | 0.0% | 0.1 | -1% | 2% | -10%
N#CCCn1cc(C(N)=O)c(-c2ccc3ccccc3c2)n1 | i | 3% | 15% | -18% | 0.3% | 1.5 | 0% | -4% | 7%
CCc1c(C)sc(NC(=O)c2ccco2)c1C#N | i | 41%[activator] | -40% | -12% | ? | 0.1 | 5% | 16% | 4%
O=C(CSc1n[nH]c(=O)[nH]c1=O)Nc1ccc(SC(F)F)cc1 | i | 4% | -5% | -7% | 0.2% | 1.1 | 0% | 0% | 7%
O=C(NCc1ccccc1Cl)c1ccccc1CCc1ccccc1 | i | . | -4% | 5% | 0.0% | -3.4 | 7% | 6% | -8%
CCOc1cc(CNn2nnnc2N)ccc1OCC(=O)NC(C)(C)C | i | 3% | 0% | 4% | -0.5% | -1.5 | -3% | -10% | 0%
Cc1ccc(SCC(=O)NNC(=O)c2ccccc2)c(C)c1 | i | 7% | 1% | 8% | -0.1% | 1.7 | 0% | 22% | 7%
COc1c(Cl)cc(Cl)cc1C(=O)n1nc(C)cc1C | i | 6% | 6% | -2% | -0.3% | 1.1 | 1% | 14% | -3%
Fc1cc(F)cc(NC(=S)N2CCN(c3ncccn3)CC2)c1 | i | 1% | -7% | -3% | 1.7% | -2.6 | 0% | -10% | 4%
CNC(=O)CN(C1CCCCC1)S(=O)(=O)c1ccc(F)cc1 | i | -1% | 0% | -29% | -0.3% | -1.5 | -1% | 12% | 0%
O=C(NCc1nnnn1-c1ccc(F)c(F)c1)c1ccc2ccccc2c1 | i | -5% | -13% | -2% | 0.0% | -0.5 | 7% | 0% | 10%
O=C(CCNC(=O)c1ccccc1Cl)Nc1nc2ccccc2s1 | i | 90%[activator] | 1% | 4% | 6.5% | 0.9 | -1% | ? | 6%
Cc1nc(C(F)(F)F)ccc1C(=O)Nc1ccccc1F | i | -7% | 3% | 7% | 0.2% | -0.9 | -7% | -5% | 4%
CCc1nnc(NC(=O)CSc2nccn2-c2cccc(C)c2)s1 | i | -19% | -11% | 0% | 2.9% | -2.2 | 14% | -83% | 9%

Compounds shown so far containing a CF3 group, in the order listed:
SMILES | ATXN viability | ATXN2 expr inh | HepG2 tox | TGFb SMAD3 inh | Nrf2 activator | IL-2 act | A549 tox | Nrf2 inh | EPAC2 ag
O=C(c1cc2n(n1)C(C(F)(F)F)CC(c1ccc(Cl)cc1)N2)N1CCCC1 (stereo not drawn) | i | -9% | -16% | -20% | 0.2% | -1.0 | -17% | ? | 8%
Cc1cc(OC(=O)c2ccccc2C(F)(F)F)c([N+](=O)[O-])c(=O)[nH]1 | i | -14% | 2% | 8% | -0.9% | 1.3 | -11% | 1% | -2%
CCCOP(=O)(OCCC)c1c([N+](=O)[O-])cc(C(F)(F)F)cc1[N+](=O)[O-] | i | 0% | -53% | ? | ? | -0.2 | ? | -26% | 4%
Cc1ccc(-c2cc(C(F)(F)F)nc(SCC(=O)c3cccc([N+](=O)[O-])c3)n2)cc1 | i | -7% | -18% | 0% | -0.2% | -0.3 | ? | ? | 14%
CC(=O)N1CCN(c2c(F)c(F)c(C(F)(F)F)c(F)c2F)CC1 | i | -18% | -8% | 2% | -0.3% | -6.1 | 2% | -21% | -2%
Cc1nc(C(F)(F)F)ccc1C(=O)Nc1ccccc1F | i | -7% | 3% | 7% | 0.2% | -0.9 | -7% | -5% | 4%
